USP1-UAF1 inh = blocks the human USP1/UAF1 deubiquitinase complex; O94782; recombinant USP1/UAF1, Ub-Rhodamine cleavage fluorescence; Potency, µM (highest dose often 57.1 µM), without a hit: top-dose activity change, negative = inhibition, usual class: inhibitors; 0.23% of 390,000 active; AID 743255; further: potency means the concentration at half of the fitted maximal effect; on the % scale 0 is the no-effect control and ±100 the full control effect; nearly all actives have a fitted effect of over 60% in size; inactives centre near -12
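USP1/UAF1 complex (1 nM) preincubated 15 min at room temperature with compound, then Ub-Rho substrate (150 nM final) added. Kinetic fluorescence at 480/540 nm over 6 reads at 60 s intervals; 50 mM HEPES pH 7.8, 0.5 mM EDTA, 0.1 mg/ml BSA, 1 mM TCEP, 0.01% Tween-20.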
TRHR PAM = allosterically enhances the human TRH receptor. TRHR cells, fluo-8 calcium fluorescence, EC20 TRH enhancement. enhancement, % at 2 µM. 0.66% of 360,000 active. AID 493056; in the data active means enhancement above about 30%; further: 0% is about no effect
Target sequence (P34981 whole entry, looked up): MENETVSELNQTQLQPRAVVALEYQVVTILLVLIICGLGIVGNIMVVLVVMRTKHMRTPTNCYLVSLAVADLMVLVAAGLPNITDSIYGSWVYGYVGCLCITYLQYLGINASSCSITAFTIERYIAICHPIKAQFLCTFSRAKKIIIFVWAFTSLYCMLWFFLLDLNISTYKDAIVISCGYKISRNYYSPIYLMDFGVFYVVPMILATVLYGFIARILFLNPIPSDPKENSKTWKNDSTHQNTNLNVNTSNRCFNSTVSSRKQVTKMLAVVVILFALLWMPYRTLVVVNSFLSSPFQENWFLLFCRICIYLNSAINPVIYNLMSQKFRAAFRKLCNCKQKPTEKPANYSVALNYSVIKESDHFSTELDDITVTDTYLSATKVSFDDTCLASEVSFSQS
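Enhancer read-out: after compound pinning and an initial kinetic agonist-mode read, an EC20 of TRH (10 nM final) was injected and fluo-8 calcium signal (Ex 480/Em 530) followed at 1 s/cycle for 100 cycles in TRHR-expressing cells.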
rTrxR1 inhibitor = inhibitors of rat thioredoxin reductase 1; recombinant rTrxR1, NADPH fluorescence consumption, selenite substrate; Potency, µM (doses to about 114 µM), inactives show top-dose activity change, negative = inhibition, actives largely listed as inhibitors; 1% of 390,000 active; AID 588453; further: potency means the concentration at half of the fitted maximal effect; on the % scale 0 is the no-effect control and ±100 the full control effect; nearly all actives have a fitted effect of over 65% in size
Target sequence (O89049 whole entry, looked up): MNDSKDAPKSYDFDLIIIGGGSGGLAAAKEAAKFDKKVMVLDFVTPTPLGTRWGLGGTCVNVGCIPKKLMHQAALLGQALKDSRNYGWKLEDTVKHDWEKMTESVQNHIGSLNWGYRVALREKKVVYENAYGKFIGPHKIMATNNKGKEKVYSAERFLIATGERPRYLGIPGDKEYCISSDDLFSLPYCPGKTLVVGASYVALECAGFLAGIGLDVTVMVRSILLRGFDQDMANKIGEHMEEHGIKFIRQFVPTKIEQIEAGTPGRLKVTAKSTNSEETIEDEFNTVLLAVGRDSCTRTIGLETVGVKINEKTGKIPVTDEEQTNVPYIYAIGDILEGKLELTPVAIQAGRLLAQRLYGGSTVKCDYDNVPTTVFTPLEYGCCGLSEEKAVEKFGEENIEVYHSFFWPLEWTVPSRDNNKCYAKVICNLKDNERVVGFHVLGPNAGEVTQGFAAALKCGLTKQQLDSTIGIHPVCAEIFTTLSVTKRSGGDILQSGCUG
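Rat TrxR1 (90 nM in the dispensed reagent) was pre-reduced with 400 uM NADPH for 5 min at room temperature, then incubated with compound for 15 min. After 400 uM selenite was added, NADPH fluorescence (Ex 340/Em 450 nm) was followed for 8 min.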
D2 ag = D2 dopamine receptor (human) agonism. HEK293 T-REx D2 cells, calcium flux agonist mode. activation, % at 2 µM. 0.53% of 340,000 active;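 active means activation over 3 SD above normal in the single-dose calcium agonist read, cut at about 30% in these data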; further: 0% is about no effect
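Tetracycline-induced HEK293 Trex cells with D2 receptor force-coupled to calcium signaling, plated overnight at 30 C and loaded with no-wash calcium dye. Calcium flux read kinetically for 180 s after compound addition; responses flag agonists.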
D2 antagonist = antagonists of human D2 dopamine receptor; P14416; HEK293 TREx D2 cells, calcium flux, dopamine EC80; inhibition, % at 10 µM; 2% of 340,000 active; AID 485344; in the data active means inhibition above about 30%; further: 0% is about no effect
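HEK293 T-REx D2 cells, tet-induced, calcium dye no-wash. Cpd pintool add, 180 s kinetic, then EC80 DA, 180 s kinetic. Ca flux read.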
TrxR1 substrate = rat thioredoxin reductase 1 substrate activity; O89049; purified TrxR1 substrate turnover, NADPH consumption readout; Potency, µM (highest dose often 114 µM), for inactives: at the top dose activity change, negative = substrate turnover; 0.01% of 390,000 active; further: potency means the concentration at half of the fitted maximal effect; on the % scale 0 is the no-effect control and ±100 the full control effect; nearly all actives have a fitted effect of over 50% in size
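Rat TrxR1, dispensed at 90 nM, was prereduced with 400 uM NADPH (final) for 5 min at ~22 deg C, then incubated with compound 15 min before 400 uM selenite. A first-read NADPH fluorescence drop versus no-compound background flagged substrates.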
mIDH1 inhibitor = human IDH1 R132H inhibition; O75874; IDH1-R132H enzyme, NADPH consumption, diaphorase/resazurin fluorescence; Potency, µM (doses to about 76.6 µM), for inactives: at the highest dose activity change, negative = inhibition, most hits filed as inhibitors; 0.093% of 390,000 active; further: potency means the concentration at half of the fitted maximal effect; on the % scale 0 is the no-effect control and ±100 the full control effect; nearly all actives have a fitted effect of over 65% in size
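IDH1-R132H (0.5 ug/mL) preincubated 30 min with compound, then NADPH (0.016 mM) and alpha-KG (2 mM) added; 80 min at RT, pH 7.5. Remaining NADPH coupled via diaphorase/resazurin to fluorescence (540/590 nm); concentration-response curves normalized to no-enzyme control.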
TRHR ag = agonists of human TRH receptor | P34981 | TRHR cells, calcium flux fluo-8, FDSS agonist mode | activation, % at 2 µM | 0.18% of 360,000 active | AID 493084; in the data active means activation above about 30%; further: 0% is about no effect
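Agonist-mode FDSS calcium read (Ex 480/Em 530, 1 s cycles) in 1536-well TRHR cells with fluo-8 dye, after 10-cycle baseline and 23 nL compound addition; TRH at EC20 (10 nM final) added afterwards for the enhancer phase.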
Pin1 inh = inhibitors of human Pin1 | Pin1 FP peptide displacement, HiFluor488, 10 min | Potency, µM (top dose mostly 115 µM), inactives show at the highest dose activity, negative = inhibition, actives largely listed as inhibitors | 0.009% of 390,000 active | AID 504891; active means well fitted inhibition curve with a large enough effect in the polarisation, with a control signal flat, not every such curve was filed as active; inconclusive means small, poorly fitted or top-dose-only effect, or effect the other way, or a change in a side signal; inactive means no such curve, though single readings can be large or run the other way; the % refers to the polarisation; further: potency means the concentration at half of the fitted maximal effect; on the % scale 0 is the no-effect control and ±100 the full control effect
Target sequence (Q13526 whole entry, looked up): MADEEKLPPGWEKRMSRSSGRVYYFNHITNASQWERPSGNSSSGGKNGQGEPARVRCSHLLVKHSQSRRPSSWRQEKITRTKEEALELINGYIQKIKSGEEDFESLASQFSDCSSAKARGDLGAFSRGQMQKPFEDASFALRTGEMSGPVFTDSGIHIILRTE
* marks the source's active call; other numbers are inactive results; ? = inconclusive; nt = not tested or not shown; & = joins results of further samples; [ ] = another dose, or the depositor's remark. Unless noted, the call rests on the fitted dose curve; in most records, active means well fitted inhibition curve with a large enough effect; inconclusive means small, poorly fitted or top-dose-only effect; inactive means no such curve, though single readings can be large or run the other way. A portion of the library (hit frequency here may not be typical).

structure | TRHR PAM | rTrxR1 inhibitor | D2 ag | D2 antagonist | mIDH1 inhibitor | Pin1 inh | USP1-UAF1 inh | TrxR1 substrate | TRHR ag
COc1ccc(NC(=O)COc2ncnc3ccccc23)cc1S(=O)(=O)N1CCOCC1 | 1 | 6%[57.1 µM] | nt | nt | 1% | -8% | 5% | -7%[57.1 µM] | 0.1
CCOc1ccc(CC(=O)Nc2ccc(S(=O)(=O)N3CCCC3)cc2)cc1 | 3 | 7% | 0.6 | 15 | 3% | -1% | -16% | -5% | -0.7
Cc1ccc(OCCn2c(SCCO)nc3c(N)ncnc32)cc1 | 6 | 32% | 0.8 | 10 | 13% | -2% | -24% | 5% | -0.2
Cc1ncc(CO)c(/C=N/NC(=O)c2ccc(Br)cc2)c1O | 0 | nt | 1.0 | 11 | nt | nt | nt | nt | 4.8
Cn1cc(C(F)(F)F)nc1-c1ccc(OCC(O)CNCCOc2ccc(O)c(C(N)=O)c2)cc1 (stereo not drawn) | 0 | -5%[57.1 µM] | 90* | 72* | -10% | -2% | -17% | 6%[57.1 µM] | -0.2
CCc1ccc(OCCOCCN2CCN(C)CC2)cc1 | 2 | 9% | 7.3 | 13 | 7% | 0% | -21% | 0% | -0.5
CC(C)c1nnc(SCC(=O)N2CCc3ccccc32)n1N | 3 | 44% | 0.4 | -8 | -1% | 0% | ? | 0%[57.1 µM] | 0.3
Cc1c(N/C=C/C(=O)c2ccc(Cl)cc2)c(=O)n(-c2ccccc2)n1C | 7 | 9% | -0.2 | 1 | 2% | 2% | -21% | 1% | -0.6
Cn1c(=O)c2c(SCC(=O)Nc3ccc(F)cc3F)nc(C3CCCC3)nc2n(C)c1=O | -6 | 25%[57.1 µM] | -0.4 | nt | nt | -5% | -2% | 4%[57.1 µM] | -0.2
Cc1sc2nc(COC(=O)c3cccc(S(=O)(=O)N(C)c4ccccc4)c3)[nH]c(=O)c2c1C | -7 | 11% | 2.4 | 1 | -1% | ? | 10% | 2% | 2.8
O=C(CN1C(=O)c2ccccc2S1(=O)=O)c1ccc(Cl)cc1Cl | nt | 15%[57.1 µM] | nt | nt | 4% | 16% | -9% | 6%[57.1 µM] | nt
CC1Cc2ccccc2N1C(=O)CSc1nnnn1C(C)C (stereo not drawn) | -6 | -3%[57.1 µM] | 0.4 | -1 | 5% | -3% | -6% | 12%[57.1 µM] | -0.7
COc1ccccc1C(=O)NNC(=O)c1csc(N2CCOCC2)n1 | 2 | 7% | -1.3 | 25 | -12% | -5% | -21% | 1% | -1.6
COc1ccccc1-c1noc(CSc2nc(C)cc(=O)[nH]2)n1 | 0 | 24%[57.1 µM] | -1.6 | 9 | -5% | -6% | -12% | 16%[57.1 µM] | -0.5
OCC1(CC2CCCCO2)CCN(Cc2ccccc2-c2ccco2)CC1 (stereo not drawn) | 5 | 20%[57.1 µM] | 0.7 | -7 | 5% | -8% | 1% | 5%[57.1 µM] | 1.1
O=C(Nc1noc2ccccc12)c1cccc(Cl)c1Cl | 0 | 17% | -0.1 | nt | nt | 11% | -7% | 4% | 0.6
COc1cccc(OCCNS(=O)(=O)c2cccc([N+](=O)[O-])c2)c1 | -3 | 19% | 0.1 | -4 | 9% | 1% | -19% | 1% | -0.8
O=c1c(Cc2ccc(F)cc2)c(O)ccn1CCCn1ccnc1 | -1 | 14% | -0.8 | -7 | 11% | -1% | -9% | 8% | -0.4
COc1ccc(N(C)S(=O)(=O)c2cccc(C(=O)N(C)Cc3ccc(C)o3)c2)cc1 | -3 | ? | -0.3 | 1 | 5% | -13% | -9% | 6%[57.1 µM] | 0.3
O=C(O)CCc1ccc(-c2cccs2)o1 | 1 | ? | 0.6 | -23 | 1% | -15% | -20% | 11%[57.1 µM] | 0.3
Cc1ccc(C)c(OCC(=O)NC2CCCCCC2)c1 | -11 | 5%[57.1 µM] | 0.8 | 1 | 5% | -1% | ? | 3%[57.1 µM] | 1.0
C/C(=N\NC(=O)C(=O)N/N=C(\C)c1cccc(O)c1)c1cccc(O)c1 | -3 | 12%[57.1 µM] | -1.1 | -23 | 5% | ? | -7% | -3%[57.1 µM] | 0.4
COc1ccc(N2CC(C(=O)NCCC3=CCCCC3)CC2=O)cc1 (stereo not drawn) | -4 | 14% | 0.2 | -17 | 7% | ? | -5% | -1% | -0.2
O=C(COC(=O)c1ccc([N+](=O)[O-])o1)NCCc1ccccc1 | nt | ? | nt | nt | 11% | -10% | ? | 0% | nt
Cc1cc(S(=O)(=O)NCC(C)C)ccc1OCC(=O)N1CCOCC1 | -2 | 11%[57.1 µM] | 0.6 | 3 | 2% | -2% | -13% | 12%[57.1 µM] | 0.6
COc1ccc(OC)c(C2CC(=O)Nc3ccc4ccccc4c32)c1 (stereo not drawn) | -5 | -7% | 0.1 | nt | 0% | 25% | ? | -14% | -1.5
CCN1CCN(c2ncnc3scc(-c4ccc(OC)cc4)c23)CC1 | 5 | 14% | 41* | -13 | -5% | -7% | -14% | -4% | 0.3
Cc1ccc(N(C(=O)CCC(=O)Nc2ccccn2)C(C(=O)NC(C)C)c2ccc(F)cc2)cc1 (stereo not drawn) | -4 | -26% | 0.5 | -9 | -12% | -9% | 1% | -5%[57.1 µM] | 0.0
Cc1cccc(NS(=O)(=O)c2cccc3nonc23)c1 | 2 | -10%[57.1 µM] | 2.1 | 20 | 0% | 2% | -23% | 1%[57.1 µM] | 0.2
COCCCn1c(SCC(=O)NC2CCCC2)nnc1-c1ccncc1 | 14 | 23%[57.1 µM] | -0.4 | 9 | 2% | -2% | -6% | 4%[57.1 µM] | 0.1

The list goes on:
structure | TRHR PAM | rTrxR1 inhibitor | D2 ag | D2 antagonist | mIDH1 inhibitor | Pin1 inh | USP1-UAF1 inh | TrxR1 substrate | TRHR ag
C=C1CC2C(=O)N(Cc3ccccc3)C(C(=O)OCC)(C(=O)OCC)C1N2C(=O)OC(C)(C)C (stereo not drawn) | nt | 3%&-2% | nt | nt | 11% | -6%&-3% | -28% | -2%&-1% | nt
O=C(N/N=C/c1ccc[nH]1)c1ccc(COc2cccc3cccnc23)cc1 | 6 | 17%[57.1 µM] | -0.7 | -1 | 5% | 2% | -11% | 3%[57.1 µM] | -0.8
Cc1onc(-c2c(F)cccc2Cl)c1C(=O)Nc1sc2c(c1C(N)=O)CCC2 | 23 | ? | 1.0 | -3 | 0% | 24% | -11% | 9% | 0.7
O=C(CC1(O)C(=O)Nc2ccccc21)c1ccc2c(c1)OCO2 (stereo not drawn) | 2 | 17% | -0.6 | 2 | 4% | ? | -10% | 11% | -0.3
Cc1ccccc1C(=O)Nc1nc2c(C)csc2c(=O)s1 | 2 | -11% | -0.7 | -1 | -9% | 25% | -19% | -7% | -0.7
Cc1ccc(-n2ncc3c(SCc4ccccn4)ncnc32)c(C)c1 | 6 | 8%[57.1 µM] | -0.2 | 13 | 1% | -1% | -18% | 5%[57.1 µM] | -0.3
CCc1nnc(NC(=O)CSc2nccn2-c2ccc(OC)cc2)s1 | -2 | 6%[57.1 µM] | 0.4 | nt | 4% | -3% | -9% | 3%[57.1 µM] | 0.0
CCN(CC(=O)NC(C)(C)C)C(=O)CN1c2cccc3cccc(c23)S1(=O)=O | -11 | 14%[57.1 µM] | 0.3 | -2 | 2% | -25% | -12% | 11%[57.1 µM] | 0.1
Cc1nc2ccc(NC(=O)COc3ccccc3[N+](=O)[O-])cc2s1 | -1 | -10%[57.1 µM] | 1.0 | -11 | -3% | 4% | -12% | -8%[57.1 µM] | -0.1
CC(C)(C)C1CCC(C(=O)OCC(=O)c2ccc[nH]2)CC1 (stereo not drawn) | 2 | -7% | 0.6 | -13 | 2% | 4% | -24% | -10% | 0.7
CCOc1ccc(-c2ccc(SCC)nn2)cc1 | 1 | 25%[57.1 µM] | -0.9 | 16 | 4% | 0% | -17% | 13%[57.1 µM] | -0.2
CCOC(=O)c1cc([N+](=O)[O-])cc([N+](=O)[O-])c1Sc1ncnc2nc[nH]c12 | nt | 0.45µM* | nt | nt | 1% | 0% | -13% | 0%[57.1 µM] | nt
Cc1cccc(N=N/C(=C\O)C(=O)c2ccc(Br)cc2)c1 | -2 | -3% | -1.1 | 22 | -1% | 1% | -23% | -8% | -0.2
COc1ccc(NCC(=O)N/N=C/C(C)c2ccccc2)cc1 (stereo not drawn) | -1 | 24%[57.1 µM] | 1.9 | 17 | -6% | -1% | -2% | 0%[57.1 µM] | 0.2
CCOc1cccc(OCCCCn2ccnc2)c1 | -1 | -9% | -0.4 | -5 | 6% | -4% | -10% | -11% | -0.3
Cc1cccc(NC(=O)CS(=O)(=O)c2cn(CC(=O)N3CCOCC3)c3ccccc23)c1 | 2 | -17% | 0.3 | 2 | -4% | 7% | -5% | -4% | -0.1
O=C(/C=C/c1cccs1)NC(=S)Nc1ccc(S(=O)(=O)Nc2ccccc2C(F)(F)F)cc1 | -2 | ? | -1.4 | -6 | -1% | -2% | -11% | -9% | -0.6
O=C(c1cnn2c(C(F)(F)F)cc(-c3ccc4c(c3)OCO4)nc12)N1CCCC1 | 0 | -7% | -0.8 | -9 | 10% | 0% | -13% | 17% | -0.9
C=CCn1c(COc2cccc3cccnc23)nnc1SCC(=O)O | 1 | 7%[57.1 µM] | 0.6 | -3 | 2% | -5% | -1% | 14%[57.1 µM] | 0.8
COc1ccc(NC(=O)c2c(NC(=O)c3cccc(C)c3)sc3c2CCC3)cc1 | -8 | 1% | 0.1 | nt | -1% | -2% | ? | 2% | 0.7

High-throughput results as filed in PubChem.
